# GLP1R cytotox = cytotoxic in the GLP-1 receptor inverse agonist counter-screen. HEK293 cAMP-luciferase reporter cells, luminescence, 24 h. Potency, µM (series often up to 38.3 µM), for the others: at the highest dose activity change, negative = inhibition, hits mostly inhibitors. 410,000 compounds, 0.13% hits. AID 624418;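 note: loss of luciferase light is scored as toxicity; % is set by controls: 0 for no effect and ±100 for the full control effect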
#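 Step one: seed cells (200 cells/uL, DMEM with 10% Nu serum, 1% pen-strep). Step two: 12-hour incubation at 37 deg C. Step three: pin 23 nL compound, incubate 24 hr. Step four: add luciferase reagent, read luminescence 12 min later.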
# HT1080NT lethal = kills 2HG-producing HT-1080-NT fibrosarcoma cells. 360,000 compounds, 1.6% hits. Potency, µM (doses to about 46.1 µM), inactives show at the highest dose activity, negative = less viability, most hits filed as cytotoxic. HT-1080-NT fibrosarcoma viability, CellTiter-Glo ATP luminescence, 48 h;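 note: NT is the 2HG producing partner of a matched IDH1 knockdown line; 0% = DMSO-treated cells and -100% = media-only wells without cells; nearly all actives have a fitted effect of over 55% in size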
#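 Luminescent CellTiter-Glo readout after 48 hours of compound exposure at 37 degrees C defined viability of HT-1080-NT cells. Activity was normalized to DMSO wells and cell-free media wells; concentration-response curves were fitted and assigned curve classes.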
# GLP1R ag = activates the human GLP-1 receptor | P43220 | HEK293 GLP-1R CRE-luciferase, luminescence, 4-6 h; cells express a hypersensitive GLP-1R form | Potency, µM (top dose mostly 45.6 µM), for inactives: at the top dose activation, actives largely listed as activators | 380,000 compounds, 0.007% hits | AID 624172; note: % of control where 0% means no effect
# Target sequence (P43220 whole entry, looked up): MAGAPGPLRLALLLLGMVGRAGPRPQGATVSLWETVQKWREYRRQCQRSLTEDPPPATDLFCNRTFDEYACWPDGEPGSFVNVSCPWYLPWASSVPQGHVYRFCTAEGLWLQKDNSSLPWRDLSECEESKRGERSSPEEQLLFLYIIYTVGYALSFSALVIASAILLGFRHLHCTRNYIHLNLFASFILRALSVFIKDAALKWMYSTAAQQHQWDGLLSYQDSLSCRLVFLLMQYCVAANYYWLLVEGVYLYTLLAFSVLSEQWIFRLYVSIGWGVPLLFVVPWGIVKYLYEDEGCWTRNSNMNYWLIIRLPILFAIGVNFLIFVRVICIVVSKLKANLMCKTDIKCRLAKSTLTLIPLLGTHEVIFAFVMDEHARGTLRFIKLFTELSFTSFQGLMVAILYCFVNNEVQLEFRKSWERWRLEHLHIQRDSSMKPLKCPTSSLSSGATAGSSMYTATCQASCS
# SW480 rerep = DNA re-replication induction in SW480 cells | 340,000 compounds, 1.8% hits | SW480 DNA re-replication, Hoechst DNA content imaging, 48 h | Potency, µM (top dose mostly 46.1 µM), for inactives: top-dose re-replication activation, most hits filed as activators; note: % of control where 0% means no effect; nearly all actives have a fitted effect of over 55% in size
#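 DNA re-replication was detected as more nuclei of elevated Hoechst intensity after 48 hr exposure to compound (23 nL pinned per well of 250 cells).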
# KB-V1 cytotox = kills drug-selected multidrug resistant KB-V1 cells; KB-V1 MDR cells viability, CellTiter-Glo, 72 h; Potency, µM (top dose mostly 46.1 µM), without a hit: at the highest dose activity change, negative = cytotoxicity, hits mostly cytotoxic; 400,000 compounds, 3.4% hits; note: % is set by controls: 0 for no effect and ±100 for the full control effect; nearly all actives have a fitted effect of over 60% in size
#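 Cytotoxicity toward P-gp-expressing KB-V1 cells was determined as loss of CellTiter-Glo luminescence after 72 h at 37 degrees C. Compounds were tested in quantitative HTS format across a concentration range, with curves fitted to normalized data.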
# TDP43 rescue = inhibitors of TDP-43 toxicity in yeast; TDP-43 expressing yeast growth rescue, BacTiter-Glo, 24 h; Potency, µM (highest dose often 46.1 µM), for inactives: top-dose growth rescue (activation), hits mostly activators; 410,000 compounds, 1.8% hits; AID 652104; note: % of control where 0% means no effect; nearly all actives have a fitted effect of over 50% in size
#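 Readout is BacTiter-Glo luminescence of cell growth, so inhibitors register as activators. TDP-43-expressing yeast at OD600=0.02 in galactose medium, after raffinose pregrowth to mid-log, were incubated with compound for 24 hr at 30 deg C.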
# GLP-1R inv ag = acts as inverse agonist at human GLP-1 receptor; 410,000 compounds, 1.6% hits; AID 624417; P43220; HEK293 GLP-1R CRE-luciferase, luminescence, 24 h; GLP-1R form is constitutively active; Potency, µM (top dose mostly 38.3 µM), without a hit: top-dose activity change, negative = inhibition, usual class: inhibitors; note: % is set by controls: 0 for no effect and ±100 for the full control effect; nearly all actives have a fitted effect of over 55% in size
#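 Readout was luciferase luminescence, measured 12 min after detection reagent at room temperature. Beforehand, GLP-1R reporter HEK293 cells had sat 12 h, then received compounds for 24 hr at 37 deg C.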
# KB-3-1 tox = kills parental KB-3-1 adenocarcinoma cells. AID 1347075. 400,000 compounds, 1.4% hits. KB-3-1 viability, CellTiter-Glo ATP luminescence, 72 h. Potency, µM (top dose mostly 46.1 µM), without a hit: at the highest dose activity change, negative = cytotoxic, usual class: cytotoxic; note: % is set by controls: 0 for no effect and ±100 for the full control effect; nearly all actives have a fitted effect of over 60% in size
#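 Parental KB-3-1 viability, qHTS format: 72 h compound exposure, 37 °C; CellTiter-Glo; media-only wells and DMSO plates as controls; concentration-effect fits on corrected data.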
# HT1080 IDH1KD tx = kills HT-1080 cells with IDH1 knockdown; HT-1080 IDH1 knockdown viability, ATP luminescence, 48 h; Potency, µM (titrated, usually from 46.1 µM), for inactives: at the top dose activity, negative = toxicity, usual class: cytotoxic; 360,000 compounds, 2% hits;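 note: 0% = DMSO wells and -100% = cell-free medium wells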
#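 Viability of IDH1-knockdown HT-1080 fibrosarcoma cells was assessed by CellTiter-Glo after 48 h at 37 °C with titrated compound; concentration-effect curves were classified by fit quality and response size.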
# Active calls of the source: *; ? = inconclusive; · = not tested or not shown; [ ] = remark or other dose. Calls come from the whole dose curve; as a rule, active = well fitted curve in the direction sought with a large enough effect; inconclusive = small, poorly fitted or top-dose-only effect, or another doubt; inactive = no such curve, though single readings can be large; an effect the other way counts as inactive or inconclusive. Potency is the fitted concentration of half-maximal effect. No enrichment for hits; overall some 9.4% were active at least once.
structure	GLP1R cytotox	HT1080NT lethal	GLP1R ag	SW480 rerep	KB-V1 cytotox	TDP43 rescue	GLP-1R inv ag	KB-3-1 tox	HT1080 IDH1KD tx
COc1ccc(NCc2cc3ccc(OC)cc3n(CC(=O)Nc3cccc(OC)c3)c2=O)cc1	0%	·	-3%	·	-33%	1%	-2%	2%	·
CCOc1ncccc1C(=O)Nc1ccc(Cl)cc1	31%[activator]	-5%	13%	11%	?	11µM*	-31%	-1%	2%
N#CCCCn1c(O)c(N=NC(=O)C(O)c2ccccc2)c2ccccc21 (configuration not stated)	-7%	0%	17%	0%	19%	-8%	48%	19%	4%
Nc1cc(=O)[nH]c(SCC(=O)Nc2cccnc2Cl)n1	-2%	8%	0%	-3%	3%	-27%	8%	-2%	27%
CC(C)(C)S(=O)N1Cc2cc(C(=O)O)nc(-c3cccc(-c4cc5ccccc5o4)c3)c2[C@H]1CCO (some centres not stated)	-1%	17%	5%	·	17%	0%	3%	0%	13%
Cc1cc(C)nc(SCC(=O)N(C)CC(=O)Nc2ccccc2Br)n1	-1%	-2%	1%	3%	?	15%	-4%	2%	0%
CCc1nc(CN2CCCC(C(=O)Nc3ccc(-c4cccc(OC)c4)cc3)C2)c(C)[nH]1 (configuration not stated)	5%	-17%	11%	·	-7%	4%	?	-3%	-25%
COC(=O)c1c(NC(=O)CSc2nnnn2-c2ccccc2)sc2c1CCCC2	-1%	-4%	-4%	-2%	-23%	20%	-6%	6%	0%
O=c1c(Cc2ccc(Cl)cc2Cl)c(O)ccn1CCCN1CCOCC1	-6%	1%	-1%	0%	13%	-13%	-3%	7%	0%
O=C(c1ccc(CSc2nc3ccncc3n2Cc2ccc(F)cc2)cc1)N1CCCCCC1	9%	·	·	·	-5%	11%	?	-14%	·
CC(C)(C)c1ccc(C(=O)Nc2ccccc2C(=O)OCc2cc(=O)n3ccsc3n2)cc1	2%	·	·	·	?	-26%	28%	6%	·
O=C(COc1ccccc1)Nc1nonc1NC(=O)COc1ccccc1	1%	-3%	0%	-18%	?	-3%	3%	0%	11%
Cc1ccc(NCc2nnc(SCC(=O)N3CCCCC3)n2CC2CCCO2)c(C)c1 (configuration not stated)	0%	-4%	-1%	-6%	9%	-6%	-17%	0%	-4%
O=C(Nc1ccc(S(=O)(=O)Nc2nccs2)cc1)c1cnc(Cl)c(Cl)c1	4%	1%	-7%	-14%	2%	12%	12%	?	2%
C=CCN(c1ccc(F)cc1)S(=O)(=O)c1cc(C(=O)NC2CCC(O)CC2)ccc1Cl (configuration not stated)	6%	4%	-4%	?	0%	-10%	?	-10%	-3%
NC(=O)c1cnn2c(C(F)(F)F)cc(-c3ccc(F)cc3)nc12	-4%	-10%	24%	-6%	13µM*	4%	87%[activator]	10%	0%
COC(=O)C1=CN(c2cccc(C(F)(F)F)c2)C=C(C(=O)OC)C1c1ccc(O)c(OC)c1	?	?	30%	?	0%	10%	?	?	?
CCOC(=O)N1CCN(c2cc3[nH]c(=S)[nH]c3cc2F)CC1	-2%	9%	1%	2%	17%	-19%	5%	17%	26%
CCn1nnnc1Oc1ccc(Cl)cc1	-10%	27%	-3%	-4%	8%	-6%	2%	3%	-1%
O=C(/C=C/c1cccs1)Nc1cccnc1	-13%	16%	3%	-1%	?	7%	14%	?	10%

# Exported with two lines to a compound: entries from further up
# Values in the order: GLP1R cytotox	HT1080NT lethal	GLP1R ag	SW480 rerep	KB-V1 cytotox	TDP43 rescue	GLP-1R inv ag	KB-3-1 tox	HT1080 IDH1KD tx
> Nc1cc(=O)[nH]c(SCC(=O)Nc2cccnc2Cl)n1
 : -2%	8%	0%	-3%	3%	-27%	8%	-2%	27%
> NC(=O)c1cnn2c(C(F)(F)F)cc(-c3ccc(F)cc3)nc12
 : -4%	-10%	24%	-6%	13µM*	4%	87%[activator]	10%	0%

# The results go on:
structure	GLP1R cytotox	HT1080NT lethal	GLP1R ag	SW480 rerep	KB-V1 cytotox	TDP43 rescue	GLP-1R inv ag	KB-3-1 tox	HT1080 IDH1KD tx
CC(C)(C)SCCNS(=O)(=O)c1ccc(F)cc1	5%	1%	-3%	8%	-25%	1%	-8%	-7%	-9%
S=C(NC1CCCCC1)N1CCOCC1	-4%	19%	3%	3%	21%	15%	29%	13%	19%
COc1ccc(CNC(=O)C2CCC(CNS(=O)(=O)c3cccc4nsnc34)CC2)cc1 (configuration not stated)	4%	-2%	-2%	6%	3%	18%	12%	-3%	-1%
CCCc1ncc(CN2CCCCC2C(=O)Nc2ccc(Oc3ccccc3)nc2)cn1 (configuration not stated)	-5%	2%	-5%	4%	·	-9%	-2%	·	-2%
COc1cccc(NC(=S)N(CCC(C)C)C(C)c2ccncc2)c1 (configuration not stated)	0%	0%	5%	-17%	17%	0%	?	-1%	-1%
C=CCN(CC=C)CCOc1ccccc1	-5%	-5%	4%	12%	-14%	-13%	2%	-7%	-6%
Oc1ccc(Cl)cc1CNCc1ccc(F)c(F)c1	?	1%	16%	?	-1%	-9%	?	-5%	-3%
C/C(=N\Nc1cccc2cccnc12)c1ccc(N)cc1	-20%	-11%	7%	?	9%	-7%	?	10%	-8%
Cc1noc(C)c1COc1ccc(C(=O)OCC(=O)NC(=O)C2COc3ccccc3O2)cc1 (configuration not stated)	14%	1%	1%	-1%	10%	4%	0%	13%	-1%
COc1ccc(S(=O)(=O)N2CCCCCC2)cc1	1%	1%	8%	-3%	2%	25%	8%	4%	1%
CC(=O)Nc1cccc(Oc2ccc3c(c2)C(=O)NC3=O)c1	9%	5%	1%	-5%	2%	-7%	59%[activator]	5%	7%
O=C(NNC(=O)c1ccccc1-n1cccc1)c1cncc(Br)c1	6%	-3%[9.24 µM]	-1%	6%	0%	13%	13%	13%	18%
O=C(O)CSc1cnc2ccccc2n1	0%	10%	-8%	1%	?	-8%	5%	7%	5%
COc1ccc(-n2nnnc2SCC(=O)Nc2nnc(C)s2)cc1OC	-9%	-2%	2%	-1%	-8%	-22%	82%[activator]	22%	0%
COc1ccc(OC)c(NC(=O)c2cc(S(=O)(=O)NCc3ccco3)ccc2F)c1	-8%	-2%	16%	-1%	-12%	-16%	-8%	0%	-12%
Cc1ccc(-c2cc3nn(-c4ccccc4)c(N)c3c(=O)o2)cc1	-23%	?	11%	?	16µM*	11%	0%	21µM*	-11%
CSc1cccc(NC(=O)Nc2ccccc2OCc2cc(=O)n3cc(C)ccc3n2)c1	-2%	·	·	·	12%	20%	7%	4%	·
CC1(C)CC2CC(C)(CN2C(=O)c2cc(-c3ccc(O)cc3)on2)C1 (configuration not stated)	-1%	?	14%	2%	-38%	19%	?	-18%	?
C=CCNC(=O)COC(=O)c1ccc(Cl)c(S(N)(=O)=O)c1	?	4%	-1%	6%	7%	-14%	?	21%	1%
CCCSCCCNC(=O)C1CCN(c2nn3cc(-c4ccc(F)cc4)nc3s2)CC1	0%	·	·	·	-3%	10%	5%	-11%	·
O=P(O)(O)CCP(=O)(c1ccccc1)c1ccccc1	-7%	8%	0%	-8%	20%	3%	-1%	9%	0%
CSc1nc2cc(C)nn2c(-c2ccc(C(C)(C)C)cc2)c1C#N	-10%	-4%	6%	?	-20%	-20%	19%	1%	0%
O=C(NCCC1CCCCN1S(=O)(=O)c1ccccc1)C(=O)NCC1CCCO1 (configuration not stated)	1%	15%	4%	-3%	-6%	20%	7%	-1%	5%
O=C(CCNC(=O)c1ccccc1Cl)Nc1nc2ccc(F)cc2s1	-5%	0%	-4%	14%	-9%	20%	?	1%	0%
Cn1c(SCC(=O)NCc2ccccc2)nc2ccccc21	10%	0%	2%	-4%	15µM*	7%	-1%	4%	1%
O=C1c2ccccc2-c2cc(Br)ccc2NC1O (configuration not stated)	?	0%	-2%	·	2%	?	?	-15%	-14%
COc1ccc(NC(=O)Nc2nnc([C@@H]3C[C@H](O)[C@@H](CO)O3)s2)cc1	7%	16%	6%	·	-4%	24%	17%	2%	2%
CCOC(=O)/C=C/CN(C(=O)OC(C)(C)C)S(=O)(=O)N1CC=CC1	-9%	2%	7%	1%	-8%	16%	8%	2%	3%
CN(CC(=O)Nc1cccc(S(=O)(=O)N2CCCC2)c1)Cc1ccccc1	1%	24%	13%	-5%	-10%	24%	?	0%	0%
COc1cc2[nH]c3c(=O)n4c(nc3c2cc1OC)SCCC4	-28%	7.3µM*	-2%	?	?	-7%	50%[activator]	?	7.3µM*
O=C(Nc1ccccc1N1CCCC1)c1ccc(Br)o1	0%	8%	28%	-2%	4%	-7%	7%	-3%	15%
C=CCN(C(=O)CNC(=O)c1ccco1)C(C(=O)NC1CCCCC1)c1ccccc1F (configuration not stated)	-7%	23%	-2%	4%	-8%	4%	-2%	-17%	16%
O=C(NCc1ccco1)c1ccc(CS(=O)(=O)Cc2ccc(F)cc2)o1	-12%	-2%	-2%	-2%	-14%	-6%	2%	-1%	-1%
CC(=O)c1ccc(S(=O)(=O)N(C)CCCC(=O)N(C)Cc2ccccc2F)cc1	-2%	-7%	8%	9%	?	-17%	2%	-1%	2%
Brc1ccc(-c2csc(N/N=C/c3ccco3)n2)cc1	3%	1%	18%	10%	-1%	-14%[1.82 µM]	?	-23%	0%
CCOC(=O)c1[nH]c2ccccc2c1NC(=O)CN1CCCCC1	-7%	-6%	0%	-2%	-5%	5%	-23%	-15%	-5%
Cc1ccc(S(=O)(=O)c2c(N)n(CCN3CCOCC3)c3nc4ccccc4nc23)cc1C	13%	-7%	-5%	20%	0%	-1%	6%	3%	-3%
O=C(CSc1n[nH]c(-c2ccccc2O)n1)N1CCOCC1	-5%	20%	0%	-20%	-2%	0%	7%	-2%	26%
